# PvdQ inh: blocks Pseudomonas aeruginosa PvdQ acylase activity. purified PvdQ acylase, fluorescence plate reader. inhibition, % at 10 µM. 340,000 compounds, 0.063% hits. AID 488965; in the data active = inhibition above about 30%, passing the limit was not always enough;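 also: 0% = vehicle neutral wells and 100% = reference inhibitor wells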
# Wnt act: activates Wnt/beta-catenin signaling in a reporter cell assay; 300,000 compounds, 1.2% hits; activation, % at 9.35 µM; activator, plate reader; in the data active = activation above about 30%, passing the limit was not always enough;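 also: 0% = neutral control wells and 100% = positive control wells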
# NSD2 HMT inh: blocks human histone methyltransferase NSD2. O96028. inhibition, % at 12.5 µM. NSD2 peptide methylation, AlphaScreen, 120 min. 310,000 compounds, 0.54% hits; in the data active = inhibition above about 50%
# Target sequence (O96028 whole entry, looked up): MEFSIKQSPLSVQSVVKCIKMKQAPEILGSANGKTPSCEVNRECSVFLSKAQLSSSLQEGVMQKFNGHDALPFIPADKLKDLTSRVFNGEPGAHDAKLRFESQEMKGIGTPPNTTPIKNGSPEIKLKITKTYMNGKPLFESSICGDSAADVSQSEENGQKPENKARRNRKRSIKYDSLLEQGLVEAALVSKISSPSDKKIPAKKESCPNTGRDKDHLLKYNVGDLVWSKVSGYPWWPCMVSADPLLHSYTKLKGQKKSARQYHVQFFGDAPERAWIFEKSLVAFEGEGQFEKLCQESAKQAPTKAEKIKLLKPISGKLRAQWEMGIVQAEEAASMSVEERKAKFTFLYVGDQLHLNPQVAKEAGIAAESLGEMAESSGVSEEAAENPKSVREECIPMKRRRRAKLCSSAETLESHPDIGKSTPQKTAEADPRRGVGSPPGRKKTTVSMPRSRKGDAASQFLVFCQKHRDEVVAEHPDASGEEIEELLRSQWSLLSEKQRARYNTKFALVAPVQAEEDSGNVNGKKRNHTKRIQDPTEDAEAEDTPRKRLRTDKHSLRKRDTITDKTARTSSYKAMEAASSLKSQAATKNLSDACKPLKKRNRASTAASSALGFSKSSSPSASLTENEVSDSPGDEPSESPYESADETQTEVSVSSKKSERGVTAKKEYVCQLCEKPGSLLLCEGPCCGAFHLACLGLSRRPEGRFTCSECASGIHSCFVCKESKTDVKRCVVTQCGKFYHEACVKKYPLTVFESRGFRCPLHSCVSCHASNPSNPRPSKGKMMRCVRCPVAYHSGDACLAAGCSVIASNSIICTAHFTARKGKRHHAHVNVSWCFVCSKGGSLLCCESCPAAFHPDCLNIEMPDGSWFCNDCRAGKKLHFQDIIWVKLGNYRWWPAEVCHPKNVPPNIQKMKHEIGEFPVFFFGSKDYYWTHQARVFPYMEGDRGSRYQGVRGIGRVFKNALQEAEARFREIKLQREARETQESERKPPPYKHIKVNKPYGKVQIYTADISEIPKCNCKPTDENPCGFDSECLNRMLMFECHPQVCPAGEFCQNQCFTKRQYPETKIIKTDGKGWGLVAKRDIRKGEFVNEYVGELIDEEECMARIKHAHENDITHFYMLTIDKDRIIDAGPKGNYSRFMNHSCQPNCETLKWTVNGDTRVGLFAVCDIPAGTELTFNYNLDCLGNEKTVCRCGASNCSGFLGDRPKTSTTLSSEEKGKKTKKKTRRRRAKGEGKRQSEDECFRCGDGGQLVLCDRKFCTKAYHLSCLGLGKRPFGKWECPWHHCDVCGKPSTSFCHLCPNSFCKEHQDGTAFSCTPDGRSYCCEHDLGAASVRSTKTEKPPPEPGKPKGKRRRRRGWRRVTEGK
# CDK5 p35 inh: inhibitors of human CDK5/p35 kinase; Recombinant CDK5/p35, ADP-Glo luminescence, 60 min; inhibition, % at 10 µM; 330,000 compounds, 0.01% hits;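 active = highest replicate inhibition of at least 50% and at least 75% of replicates reaching 50%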;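 also: plate controls were DMSO neutral control for no effect and GW8510 at 10 µM for full effect; many of its hits are not listed in these tables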
# V-ATPase pHluor: regulators of yeast V-ATPase proton transport; S. cerevisiae, pHLuorin cytosolic pH fluorescence; response, % at 10 µM; 350,000 compounds, 0.37% hits; AID 504577; in the data active = response mostly above about 7.3%, no sharp cut-off; inactive = mostly below about 5.4%; also: actives read high; inactives centre near 0; some compounds called inactive have numbers as strong as hits; reference of the scale not given here
# dFosB activator: enhances mouse delta FosB homodimer DNA binding; P13346; purified delta FosB, TAMRA-CDK5 oligo fluorescence polarization; percent of positive-control signal above neutral wells; activation, % at 25 µM; 340,000 compounds, 0.99% hits; AID 493131;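 active = mean activation above about 17%, with every replicate also reaching it, limit read from the data, passing the limit was not always enough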;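 also: fluorescence polarization rise as delta FosB binds a TAMRA Cdk5 AP-1 oligo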
# SR-BI DiI inh: blocks mouse SR-BI lipid uptake from DiI-HDL. inhibition, % at 12.5 µM. 320,000 compounds, 0.96% hits. ldlA[mSR-BI] CHO cells, DiI-HDL uptake fluorescence, 3 h. Q61009. AID 488896;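 active = mean replicate inhibition of at least 70% and a set share of replicates each scoring 70 or more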;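 also: 0% = median of neutral control wells and 100% = median of positive control wells; values of inactives mirror those of a sister screen read the other way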
# HTR5A ag ctr: counter-screen for OPRM1-OPRD1 agonists: human HTR5A agonism | P47898 | HTR5A agonist assay, luminescence, cell-based | activation, % at 9.3 µM | 340,000 compounds, 0.61% hits; in the data active = activation mostly above about 9.5%, no sharp cut-off; inactive = mostly below about 7.6%;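 also: 0% = cells with vehicle only and 100% = reference agonist; strong numbers were not always called active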
# HTR5A inv ctr: inverse agonist of human HTR5A in OPRM1-OPRD1 counter-screen; P47898; HTR5A cell line, luminescence, inverse agonism; inhibition, % at 9.3 µM; 340,000 compounds, 0.083% hits; in the data active = inhibition mostly above about 23%, no sharp cut-off; inactive = mostly below about 18%;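 also: 0% = cells with DMSO and 100% = no-cell wells with DMSO; some compounds called inactive have numbers as strong as hits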
# MITF act: increases MITF-driven TRPM1 promoter luciferase signal; activation, % at 12.5 µM; AID 588334; 300,000 compounds, 0.75% hits; SK-MEL-5 TRPM1-promoter luciferase, 24 h; % of positive control, neutral wells = 0;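 active = mean activation of at least 80% with every replicate also reaching 80%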;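 also: 0% = neutral control wells and 100% = parthenolide positive control wells; values of inactives mirror those of a sister screen read the other way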
# Active calls of the source: *; x = no result given.
SMILES,PvdQ inh,Wnt act,NSD2 HMT inh,CDK5 p35 inh,V-ATPase pHluor,dFosB activator,SR-BI DiI inh,HTR5A ag ctr,HTR5A inv ctr,MITF act
CCc1cc2c(=O)oc(-c3ccc(F)cc3)nc2s1,-7.9,0.6,-1.3,1.5,1.6,2.2,-15.3,1.4,-4.7,x
Cc1ccc(-n2ncc3c(NCC4CCCO4)ncnc32)c(C)c1 (centres undefined),-7.9,0.5,-1.1,-0.2,3.1,-4.8,-24.6,5.6,-12.5,9.3
NNC(=O)/C(=C\c1ccco1)NC(=O)c1ccco1,0.2,-0.6,18.7,0.0,3.1,6.0,-21.4,-1.7,5.8,x
CC1CCc2nn(CC(=O)N3CCN(C(=O)c4ccco4)CC3)cc2C1 (centres undefined),-5.5,3.8,x,1.4,-3.5,12.5,-8.2,1.2,-3.4,-1.7
CC1CC(C)CN(CCCNC(=O)Cn2ncc3c(=O)oc4ccccc4c32)C1 (centres undefined),-14.1,0.0,x,0.0,1.2,-13.7,-7.1,4.7,-14.3,x
COc1cccc(N(CC(=O)Nc2cccnc2)S(C)(=O)=O)c1,-17.6,-0.8,-2.9,-5.3,1.7,-13.4,8.2,1.0,-1.4,10.6
O=C1c2ccccc2C(=O)N1CCCCN(C(=O)c1cc([N+](=O)[O-])ccc1Cl)c1ccc(Cl)cc1,-13.8,-20.6,-0.2,1.5,3.9,-14.1,-17.3,0.4,-1.1,-5.3
O=C(O)CC(Cc1ccccc1)(C(=O)O)c1ccccc1 (centres undefined),-11.2,-1.5,17.4,1.2,-0.3,-3.2,-15.7,-4.3,15.9,1.5
CCCCc1nnc(NC(=O)C(C)Sc2nc(N)cc(=O)[nH]2)s1 (centres undefined),-14.0,x,1.6,-1.1,-0.5,-2.7,12.2,0.6,-9.3,0.7
O=C(O)CSc1nnc(CSc2nc3ccccc3s2)n1-c1ccccc1,-2.1,-1.4,-3.2,-6.5,-0.4,-1.0,-15.4,6.6,-18.6,3.7
CN(CC(=O)Nc1ccc(Cl)c(C(F)(F)F)c1)C(=O)c1ccccc1SCC(=O)N1CCCC1,0.6,-0.5,-0.3,0.8,4.8,-10.7,2.2,0.4,-16.4,6.3
CCOC(=O)c1cnn(-c2ccccn2)c1N,-12.7,x,3.6,0.1,2.0,-3.5,16.2,4.7,-11.3,102.3*
Cc1ccc(NCCN(C)C)c2c(=O)c3cc(O)ccc3sc12,-6.1,3.3,-1.1,0.6,0.6,42.6*,16.0,-5.6,21.8,-93.4
Cc1ccc(S(=O)(=O)Nc2cc(C(=O)O)ccc2N2CCCCC2)cc1,10.3,-0.3,3.3,-0.2,7.7,1.4,-31.2,0.9,-1.3,5.0
Cc1ccc(Cl)cc1N1CCN(S(=O)(=O)c2ccc3c(c2)CC(=O)N3C)CC1,-13.8,-4.9,-1.9,0.4,-1.2,-11.0,-152.2,1.7,2.5,-6.1
CCC(NC(=O)C1CCCC1)c1ccc(C)cc1 (centres undefined),-5.1,-0.5,-0.8,-0.8,1.8,-8.3,0.4,-1.1,4.0,-2.8
CCOc1cc(C(=O)NCCN2C(=O)S/C(=C\c3cccnc3)C2=O)cc(OCC)c1OCC,-3.2,2.1,-0.3,-1.2,1.2,-0.6,17.1,-4.8,-4.5,0.9
COC(=O)c1c(S(N)(=O)=O)c2ccccc2n1C,-7.4,-2.2,1.5,-0.2,-0.1,-9.0,-10.6,0.7,4.3,-6.1
CCCNCc1cc(OCC)c(OCC(=O)Nc2ccccc2)cc1Br,-16.3,0.7,26.0,-2.3,-0.9,-0.3,24.3,2.5,-3.6,5.2
CCC(=O)Nc1ccccc1Nc1cc(C#N)c(C#N)cc1[N+](=O)[O-],-1.5,x,-2.7,-1.8,-0.2,1.8,-1.0,-1.7,-22.4,-28.0
COC(=O)CN(C(=S)Nc1ccc(F)cc1)C1CC(=O)N(c2ccc(OC)cc2)C1=O (centres undefined),-4.2,x,-1.5,-0.7,-0.2,-1.5,-3.9,0.1,11.4,1.4
O=C(N1CCN(CCO)CC1)N1c2ccccc2CCc2ccccc21,-6.5,-2.9,4.5,0.6,0.3,-3.3,1.4,-1.9,-13.3,-2.5
COC(=O)C1=C(C(=O)OC)[C@@H]2N(C)c3ccc(OC)cc3[C@@]23C[C@@H](C(=O)OC)N(C(=O)c2cccs2)C3=N1,-3.0,x,x,-0.9,-1.2,-10.4,-9.0,11.9,-32.1,-6.5
COc1cc(NC(=S)NCCN2CCOCC2)cc(OC)c1OC,-3.7,0.1,3.3,-1.3,3.0,4.1,-8.7,-2.4,6.8,3.2
O=C(O)CN1C(=O)/C(=C/c2ccccc2Br)Oc2ccccc21,8.1,0.7,-2.9,0.4,-4.7,-3.5,-7.9,4.7,-17.6,-10.3
O=C(OC1CCOC1=O)c1ccc(-c2nc3ccccc3s2)s1 (centres undefined),-9.1,x,-2.2,0.8,0.3,-27.4,-1.7,-2.0,5.3,1.5
COc1ccc2c(C)c(CCC(=O)NC3CC3)c(=O)oc2c1C,-16.4,-0.7,x,-1.6,-1.0,-13.4,-8.4,0.4,10.9,61.1
CCOc1ccc(NS(=O)(=O)c2cc(C(=O)NCCCN3CCOCC3)ccc2C)cc1,-14.6,-3.7,8.4,-0.6,3.0,-5.9,-8.3,1.9,7.6,7.7
CCOC(=O)C1CCC(CNCc2ccc(Cl)cc2)CC1 (centres undefined),-5.0,x,2.9,x,4.1,1.1,-16.1,0.9,0.0,-3.7
COC(=O)CCc1c(C)[nH]c(=S)[nH]c1=O,10.8,x,-59.7,0.2,0.6,-4.7,41.3,-4.6,-3.3,2.5
COc1ccc(SCCN2CC[C@@H](O)CCC2=O)cc1,-3.3,-1.1,x,0.3,5.0,3.4,-26.0,-4.0,10.9,-3.8
O=C(CN1CCN(Cc2ccc(Cl)cc2)C1=O)NCc1cccs1,-4.1,-1.8,-1.2,1.0,-3.1,-1.0,x,2.1,11.1,6.6
CCc1ccccc1NC(=O)c1nnn(CC(=O)Nc2ccccc2C)c1N,-1.5,-1.7,-3.5,-3.1,1.6,-0.6,-20.1,5.6,5.0,-3.2
Cc1ccc(C(=O)CSc2nnc(Cn3nnc4ccccc43)n2C)cc1,0.2,-0.4,0.0,-0.6,-1.6,-4.6,-8.2,6.1,-30.6,2.5
O=C(NCCCN1CCN(CCCNC(=O)c2ccc3c(c2)OCO3)CC1)c1ccc2c(c1)OCO2,-3.2,-1.3,2.6,0.2,0.3,4.6,-32.6,-0.1,-8.2,x
CCCCCOC(=O)CSc1nc2c(c(=O)[nH]c(=O)n2C)n1Cc1ccc(Cl)cc1,-8.7,2.6,x,-2.9,-1.7,0.0,3.3,1.8,6.0,x
COc1ccc2c(c1)C(c1ccc([N+](=O)[O-])cc1)=NNC(c1ccco1)=N2,-9.5,-0.8,3.1,0.0,-0.3,-4.1,64.1,4.2,11.3,10.4
COc1ccc2c(c1)C(SCC(=O)NCc1ccccc1)CC(C)(C)O2 (centres undefined),11.1,2.3,x,0.0,-0.8,-3.5,-11.3,-2.1,5.6,-4.7
COc1ccc(C(CCNCc2ccccc2)c2ccc(F)cc2)cc1 (centres undefined),24.3,x,-2.1,0.6,-0.7,10.2,1.8,3.5,-12.6,-8.8
CCNC(=S)N1CCN(c2ccccc2OCC)CC1,0.2,x,2.0,-0.8,4.8,4.0,4.8,7.4,14.9,3.5
Cc1cccc(-n2nnc(C(=O)NC3CCCc4ccccc43)c2N)c1 (centres undefined),-12.3,-7.0,-4.4,1.4,3.0,-13.4,34.4,4.1,-22.4,-11.3
COCCCNC(=O)Cn1ncc2c(=O)oc3ccccc3c21,-20.2,-2.4,-0.3,0.2,-4.5,2.1,-19.6,3.8,2.0,-4.6
COc1ccc(S(=O)(=O)c2ccc(OC)cc2)cc1,28.7,-1.0,1.4,2.2,-6.2,4.7,-6.4,-0.4,-10.0,-6.7
Cc1csc(NC(=O)c2cc3c(s2)CCC3)n1,2.2,x,2.2,1.1,5.0,1.1,30.5,-0.5,-15.2,16.2
CCc1noc(C)c1C(=O)N(CC)c1nc2c(C)cccc2s1,-3.7,-1.3,-2.4,-4.6,-0.5,-11.0,-9.7,6.6,-20.1,-11.0
O=C(NC(Cc1c[nH]c2ccccc12)C(=O)O)c1ccccc1 (centres undefined),-14.1,6.3,0.6,1.3,-3.3,-5.4,4.5,-4.5,12.4,x
Cc1ccc(-c2csc(N3CCC(NS(=O)(=O)c4ccc5c(c4)OCCO5)CC3)n2)cc1,-0.5,-8.8,-1.0,-0.3,5.0,-7.2,56.8,3.6,-24.4,-11.5
Cc1ncoc1C(=O)N1CCCC(C(=O)c2ccc(C(F)(F)F)cc2)C1 (centres undefined),-15.7,0.5,29.9,-0.3,0.0,-5.6,-21.0,1.6,-11.3,30.5
CC(C)(C)OC(=O)NCC1CCC(C(=O)NC[C@H](CC(=O)O)c2ccc(Cl)cc2)CC1 (some centres undefined),6.7,-2.9,-4.8,0.8,-2.9,-2.4,-11.2,0.0,0.1,-3.6
CC(=O)C1=CN(Cc2ccccc2)CCC1=O,-3.0,0.4,x,-4.9,-0.9,-4.7,-245.3,-3.9,13.3,-0.8

# Shown bar-delimited: 4 of the compounds above.
mol | PvdQ inh | Wnt act | NSD2 HMT inh | CDK5 p35 inh | V-ATPase pHluor | dFosB activator | SR-BI DiI inh | HTR5A ag ctr | HTR5A inv ctr | MITF act
Cc1ccc(-c2csc(N3CCC(NS(=O)(=O)c4ccc5c(c4)OCCO5)CC3)n2)cc1 | -0.5 | -8.8 | -1.0 | -0.3 | 5.0 | -7.2 | 56.8 | 3.6 | -24.4 | -11.5
Cc1ncoc1C(=O)N1CCCC(C(=O)c2ccc(C(F)(F)F)cc2)C1 (centres undefined) | -15.7 | 0.5 | 29.9 | -0.3 | 0.0 | -5.6 | -21.0 | 1.6 | -11.3 | 30.5
CC(C)(C)OC(=O)NCC1CCC(C(=O)NC[C@H](CC(=O)O)c2ccc(Cl)cc2)CC1 (some centres undefined) | 6.7 | -2.9 | -4.8 | 0.8 | -2.9 | -2.4 | -11.2 | 0.0 | 0.1 | -3.6
CC(=O)C1=CN(Cc2ccccc2)CCC1=O | -3.0 | 0.4 | x | -4.9 | -0.9 | -4.7 | -245.3 | -3.9 | 13.3 | -0.8

# New compounds follow:
SMILES,PvdQ inh,Wnt act,NSD2 HMT inh,CDK5 p35 inh,V-ATPase pHluor,dFosB activator,SR-BI DiI inh,HTR5A ag ctr,HTR5A inv ctr,MITF act
Cc1cc(N)n(-c2ccc(C(=O)O)cc2)n1,6.8,-1.4,-4.1,-0.3,1.2,-2.0,-13.2,1.4,-17.7,7.8
COc1ccc([C@H]2[C@H]3C=CC[C@@H](C)[C@@H]3C(=O)N2Cc2ccccc2)cc1Cl,7.5,-2.1,x,-2.2,-0.5,-1.6,0.7,11.1,-28.2,19.4
COC(=O)c1ccc(CN(c2ccccc2OC)S(=O)(=O)c2cccs2)o1,0.7,0.9,-2.5,-9.4,-9.8,2.7,7.7,9.0,6.2,-0.1
OCCNC(=S)NCCc1ccccc1,0.3,x,0.4,-0.4,0.0,3.4,8.2,-3.3,-31.8,-5.0
Fc1ccc(NC(=S)NCc2ccc3c(c2)OCO3)cc1,3.7,5.9,2.7,1.2,1.6,0.0,-3.1,5.2,-14.0,10.2
CCC(=O)Nc1nc(-c2ccccc2)nc(SC)c1C(C)=O,2.1,-0.8,-0.2,0.0,2.4,1.6,50.1,-0.6,18.8,-0.3
CC1(C)CC(=O)C2=C(C1)Nc1ncnn1C2c1cccs1 (centres undefined),12.0,-0.8,-1.8,2.1,-0.8,-6.0,-13.7,0.3,-0.9,-5.7
